Assay outcomes (PubChem)
ATXN2 expr inh: Primary qHTS for Inhibitors of ATXN expression. Potency, µM (top dose mostly 57 µM), for inactives: at the highest dose activity change, negative = inhibition, actives largely listed as inhibitors. HEK-293 ATXN2-luciferase reporter, luminescence, 24 h. 0.72% of 360,000 active; note: potency is the fitted concentration of half-maximal effect; % is set by controls: 0 for no effect and ±100 for the full control effect; nearly all actives have a fitted effect of over 55% in size
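ATXN2-luciferase reporter cells (luciferase flanked by upstream and downstream ATXN2 gene portions) were treated 24 h at 37 °C with compounds at up to 57 uM. SteadyGlo luminescence gave expression; GF-AFC fluorescence gave viability.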
SW480 rereplic: A quantitative high throughput screen for small molecules that induce DNA re-replication in SW480 colon adenocarcinoma cells; SW480 DNA re-replication, Hoechst DNA content imaging, 48 h; AID 624297, 2012; 1.8% of 340,000 active; Potency, µM (titrated, usually from 46.1 µM), inactives show at the top dose re-replication activation, hits mostly activators; note: potency is the fitted concentration of half-maximal effect; % of control where 0% means no effect; nearly all actives have a fitted effect of over 55% in size
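Image-based read-out: total Hoechst fluorescence of nuclei (405 nm excitation, 500-530 nm emission), with hits raising the fraction of high-intensity nuclei. SW480 colon cells incubated 48 hr with compounds at 37 C.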
IL1B secr inh: qHTS for Inhibitors of Inflammasome Signaling: IL-1-beta AlphaLISA Primary Screen | 4.7% of 360,000 active | AID 743279, 2014 | activity change, % at 57.5 µM | THP-1 LPS/ATP IL-1B secretion, AlphaLISA, 16 h; hits give low values; in the data active = activity change below about -50%; inconclusive = mostly about -30% to -49%; note: % is set by controls: 0 for no effect and ±100 for the full control effect
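Secreted IL-1B measured by AlphaLISA bead assay after 16 h compound exposure of THP-1 cells; compounds (final up to 57.5 uM) added 1 h before LPS (250 ng/mL) and ATP (1.25 mM) stimulation; lower signal means less secretion.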
HepG2 tox: qHTS for Inhibitors of TGF-b: Cytotox Counterscreen. HepG2 CAGA-GFP viability, ATP luminescence, 18 h. Potency, µM (series often up to 46.1 µM), for inactives: top-dose activity change, negative = cytotoxicity, hits mostly cytotoxic. 0.76% of 410,000 active; note: potency is the fitted concentration of half-maximal effect; some results filed as inactive show a strong effect at the top dose
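HepG2 CAGA-GFP cells (1000/well, DMEM with 1% FBS) received compound, then TGF-beta at 500 pg/mL final, and were incubated 18 hours at 37 degrees C. Viability was read by CellTiter-Glo luminescence. Media-only wells were set as complete cell-killing and DMSO as no toxicity.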
S2 tox: Viability Counterscreen for Primary qHTS for Inhibitors of ATXN expression; 0.49% of 400,000 active; S2 cells (HEK-293 line with an ATXN2-luciferase reporter) viability, CellTiter-Fluor protease fluorescence, 24 h; Potency, µM (titrated, usually from 56.7 µM), actives largely listed as cytotoxic; note: potency is the fitted concentration of half-maximal effect; nearly all actives have a fitted effect of over 40% in size
HT1080-NT tox: qHTS for induction of synthetic lethality in tumor cells producing 2HG: qHTS for the HT-1080-NT fibrosarcoma cell line. HT-1080-NT fibrosarcoma viability, CellTiter-Glo ATP luminescence, 48 h. Potency, µM (series often up to 46.1 µM), for inactives: at the highest dose activity, negative = less viability, actives largely listed as cytotoxic. 1.6% of 360,000 active;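 note: NT is the 2HG producing partner of a matched IDH1 knockdown line; potency is the fitted concentration of half-maximal effect; 0% = DMSO-treated cells and -100% = media-only wells without cells; nearly all actives have a fitted effect of over 55% in size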
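HT-1080-NT; 750 cells/well; 5% FBS RPMI; 48 h compound, 37 degrees C; CellTiter-Glo luminescence; curve fitting and curve-class assignment.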
HT1080 IDH1KD tx: qHTS for induction of synthetic lethality in tumor cells producing 2HG: qHTS for the HT-1080-IDH1KD cell line; HT-1080 IDH1 knockdown viability, ATP luminescence, 48 h; Potency, µM (highest dose often 46.1 µM), for the others: top-dose activity, negative = toxicity, hits mostly cytotoxic; 2% of 360,000 active;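 note: potency is the fitted concentration of half-maximal effect; 0% = DMSO wells and -100% = cell-free medium wells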
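Viability of IDH1-knockdown HT-1080 fibrosarcoma cells was assessed by CellTiter-Glo after 48 h at 37 °C with titrated compound; concentration-effect curves were classified by fit quality and response size.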
MCF10A rerep: A quantitative high throughput screen for small molecules that induce DNA re-replication in MCF 10a normal breast cells; MCF 10A DNA re-replication, Hoechst nuclear intensity, 48 h; Potency, µM (titrated, usually from 46.1 µM), inactives show top-dose activity, positive = re-replication, usual class: activators; 2.9% of 350,000 active; AID 624296, 2012; note: potency is the fitted concentration of half-maximal effect; % of control where 0% means no effect; nearly all actives have a fitted effect of over 50% in size
KB-3-1 tox: qHTS assay for MDR1-selective chemotherapeutics: Primary screen using the parental adenocarcinoma cell KB-3-1; KB-3-1 viability, CellTiter-Glo ATP luminescence, 72 h; Potency, µM (doses to about 46.1 µM), for the others: top-dose activity change, negative = cytotoxic, most hits filed as cytotoxic; 1.4% of 400,000 active; AID 1347075, 2019; note: potency is the fitted concentration of half-maximal effect; % is set by controls: 0 for no effect and ±100 for the full control effect; nearly all actives have a fitted effect of over 60% in size
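72 h, 37 °C compound treatment of KB-3-1 parental cells; CellTiter-Glo added, 10 min, luminescence read. Data corrected against DMSO-only plates and normalized before curve fitting.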
* hit, by the source's call; i = inactive; ? = inconclusive; . = not tested or not shown; & = joins results of further samples; [ ] = dose if it differs, or a comment. Unless noted, calls come from the whole dose curve; as a rule, active = well fitted curve in the direction sought with a large enough effect; inconclusive = small, poorly fitted or top-dose-only effect, or another doubt; inactive = no such curve, though single readings can be large; an effect the other way counts as inactive or inconclusive. This is a subset, so the mix of outcomes need not match the whole.

SMILES | ATXN2 expr inh | SW480 rereplic | IL1B secr inh | HepG2 tox | S2 tox | HT1080-NT tox | HT1080 IDH1KD tx | MCF10A rerep | KB-3-1 tox
O=P(Oc1ccccc1)(Oc1ccccc1)C(Nc1ccccc1)c1ccccc1 (stereo not given) | 8% | 18% | 0 | -27% | i | -27% | -10% | ? | ?
C[C@H](CO)N1C[C@H](C)[C@H](CN(C)C(=O)Oc2cccc3ccccc23)OCc2cnnn2CCCC1=O | 0% | . | 23 | -1% | i | 0% | 0% | . | 2%
CN1[C@@H]2CCC[C@H]1CC(=O)C2 | -3% | 10% | 12 | -3% | i | 22% | 7% | -15% | 0%
Cc1ccc(C(=O)C2CN(C)CC2C(=O)c2ccc(C)cc2)cc1 (stereo not given) | 32%[activator] | 4% | -19 | -27% | i | -1% | 0% | ? | -1%
Cc1cccc(-n2c(-c3ccc([N+](=O)[O-])cc3)nc3ccccc3c2=O)c1 | -4% | -12% | 24 | -18% | ? | -2% | -4% | 5% | -5%
OC1/C(=C/c2ccccc2C(F)(F)F)N2CCC1CC2 (stereo not given) | 7% | 3% | 3 | 0% | i | 4% | 4% | -1% | 13%
C[C@H](CO)N1C[C@H](C)[C@H](CN(C)C(=O)Nc2cccc3ccccc23)Oc2c(NC(=O)c3ccc(-c4nccs4)cc3)cccc2C1=O | -18% | 2% | -7 | 1% | i | -3% | -13% | ? | 7%
Cc1cccc(CC(c2cccc(C)c2)N(C)C)c1 (stereo not given) | 4% | 2% | -5 | -11% | i | 2% | 8% | 2% | -6%
CCOC(=O)C1C(=O)N(C)C2(C)CC1c1cc(OC)ccc1O2 (stereo not given) | 4% | 6% | 11 | -5% | i | -1% | -1% | 4% | -5%
C=Cn1ccnc1P(=S)(c1ccc(Cl)cc1)c1nccn1C=C | -8% | -10% | 4 | 2% | i | 3% | 1% | 12% | -2%
O=C1NCN(c2ccccc2)C12CCN(C(c1ccccc1OC(F)(F)F)c1nnnn1C1CCCCC1)CC2 (stereo not given) | -4% | . | 19 | -44% | ? | 11% | 7% | . | ?
O=C(O)CP(=O)(O)c1ccc(Cl)cc1 | -6% | 10% | 43 | -5% | i | 16% | 15% | -1% | -5%
Cn1c(O)c(C(c2ccccn2)c2c(O)n(C)c(=S)[nH]c2=O)c(=O)[nH]c1=S | 4% | -8% | 17 | -84% | ? | -3% | -1% | -6% | -7%
CCCCNC(=O)Cn1c(=O)oc2cc(S(=O)(=O)N3CC(C)CC(C)C3)ccc21 (stereo not given) | -34% | 9% | -10 | -41% | i | 0% | -3% | 2% | -9%
O=C1c2ccccc2C(=O)c2c1ccc1c(=O)n(-c3ccccc3)[nH]c21 | -7% | -6% | -12 | -14% | i | 8% | 11% | ? | 6%
Cc1ccc2c(c1)=NC(=O)/C(=C/c1c(O)[nH]c(=O)[nH]c1=O)C=2 | . | -3% | 23 | -30% | i | 1% | 6% | 7% | -1%
Nc1cccc(NP(=O)(c2ccccc2)c2ccccc2)c1 | . | -3% | -8 | 39% | i | 2% | 5% | -6% | 2%
CNC(=O)OCc1n(C)cc[n+]1C | -6% | -1% | 5 | -11% | i | -4% | -3% | -1% | 1%
Clc1ccc(CNCCc2ccc3c(c2)OCO3)cc1 | ? | -1% | -84* | -26% | i | -13% | -4% | ? | 11%
COc1cc(CNCCc2ccc3c(c2)OCO3)cc(OC)c1OC | -12% | -6% | -24 | -6% | i | -1% | -9% | ? | -5%
CC(=O)n1cc(C=C2C(=O)NC(=O)NC2=O)c2ccccc21 | 14% | -3% | 28 | 14% | i | -4% | 1% | 15% | -22%
CN1CCN(c2ccc([N+](=O)[O-])c(SCCO)c2)CC1 | -14% | 0% | -6 | -4% | i | -21% | -11% | 1% | -4%
O=c1oc2ccccc2c(O)c1C(c1ccc([N+](=O)[O-])cc1)c1c(O)c2ccccc2oc1=O | -17% | 1% | -3 | -30% | i | ? | -5% | ? | -27%
COc1ccc(CN2CCCCC2c2cccnc2)cc1C (stereo not given) | -6% | ? | -25 | -7% | i | 0% | -2% | 8% | -5%
CCCC12CN3CCN(CC(C3)/C1=N\NC(=O)c1ccncc1)C2 | -13% | 5.8µM* | -2 | 6% | i | 10% | 20% | -4% | -7%
CC1C(=O)C(C)C(c2ccc(Cl)cc2)NC1c1ccc(Cl)cc1 (stereo not given) | 43%[activator] | ? | 24 | 6% | i | -8% | -15% | ? | -2%
O=c1[nH]sc2cc(F)ccc12 | -31% | ? | -108* | 1% | i | ? | ? | ? | 16%
Cn1cc(C(=O)OCC(=O)NC2(C#N)CCCC2)c2ccccc21 | 8% | -36%[inhibitor] | -16 | -9% | i | 6%[9.24 µM] | 12% | -2% | 14%
COc1ccc(C(O)(c2ccccc2)c2ccncc2)cc1 (stereo not given) | 1% | ? | 15 | -24% | i | -20% | ? | 11% | -5%
Cc1ccsc1C(=O)C1CCCN(Cc2sc(N(C)C)nc2Cl)C1 (stereo not given) | ? | -15% | 5 | -19% | i | -8% | -6% | 4% | ?
CC(=NCC1CCCO1)c1c(O)n(-c2ccccc2C)c(=O)[nH]c1=O (stereo not given) | -3% | -5% | -5 | -8% | i | -2% | -6% | 1% | -8%
COCCO[C@H]1CCC2C3CC=C4C[C@@H](O)CC[C@]4(C)C3CC[C@@]21C (stereo not given in full) | -36% | ? | 53 | 5% | i | 14% | -1% | 2% | 13%
CCCCCCn1c(=O)c(C(=O)Nc2ncccc2C)c(O)c2ccccc21 | . | ? | 15 | -22% | i | ? | ? | ? | ?
CCCC[N+]12CCC(CC1)C(Cc1ccccc1)C2 (stereo not given) | 0% | -77%[inhibitor] | . | -10% | i | -12% | -9% | -32%[inhibitor] | 0%
CN1C(=O)/C(=C/C=C/c2ccco2)C(=O)NC1=S | 3% | ? | 0 | -11% | i | 5% | 4% | 9% | 12%
CC(C)N(CCC(C(N)=O)(c1ccccc1)c1ccccn1)C(C)C (stereo not given) | 5%&3%&0% | ? | 8&11 | 3%&-4% | i | ? | 2%&-7% | -4%&-6% | 0%&0%
CC(c1ccccc1)[n+]1ccccc1 (stereo not given) | 1% | 3% | 58 | -15% | ? | 4% | -1% | ? | -25%
O=c1c2ccccc2[nH]c(=S)n1-c1ccc2c(c1)OCO2 | -1% | -1% | -4 | 1% | ? | 5% | -2% | 6% | 2%
Cc1ccc(-n2c(O)c(C=NCc3ccco3)c(=O)[nH]c2=S)cc1C | 8% | ? | . | -1% | i | -5% | -7% | -31%[inhibitor] | 9%
COc1cc(/C=N/NC(=O)Cn2c([N+](=O)[O-])cnc2C)ccc1OC(=O)N(C)C | 3% | -3% | 0 | -1% | i | 13% | 23% | -6% | 1%
CCn1cc(CN2CCCC(C(=O)c3cccc(C(F)(F)F)c3)C2)cn1 (stereo not given) | -8% | . | 10 | -25% | i | -1% | 5% | . | 0%
N#CC(=C(O)c1ccc(S(=O)(=O)N(CCCl)CCCl)cc1)c1nc2ccccc2[nH]1 | 9% | -30%[inhibitor] | 35 | -7% | ? | 1% | 12% | -14% | 6%
COc1ccccc1N1CCNCC1 | 6%&-3% | -1%&6% | 0 | 0% | i | 27% | -1% | -2%&-35% | 0%
CC(C)CCOP(=O)(c1ccc(N(C)C)cc1)C(O)c1ccc(C(C)C)cc1 (stereo not given) | . | ? | -58* | -113% | ? | -27% | -11% | -13% | -10%
O=c1[nH]c(N2CCN(Cc3ccc4c(c3)OCO4)CC2)nc2c1CCC2 | -29% | 2% | 24 | 7% | i | -8% | -12% | -1% | 6%
CCOC(=O)[C@]12Cc3cc(C)ccc3[C@H]1N(Cc1ccccc1)C(=O)c1ccccc12 | ? | 4%[9.22 µM] | -3 | -21%&-18% | ? | -3% | -22% | ? | ?
COc1ccc(-c2cc(=O)c3c(OC)c(OC)c(OC)cc3o2)cc1 | -4% | 18% | -1 | -22% | i | 11% | 15% | -16% | 0%
CCCC[n+]1cc(/N=C(\[O-])OC)on1 | 6% | 15% | 0 | -10% | i | -1% | 12% | -17% | 13%
COc1ccc(C)cc1NC(=O)N(Cc1ccc2c(c1)OCO2)C1CCN(Cc2ccccc2)CC1 | -7% | . | . | -3% | i | . | . | . | 7%
CC1(C)CN2C(c3ccc(Cl)cc3)N2C1 (stereo not given) | 0% | 0% | 15 | 10% | i | 10% | 12% | 0% | -3%
CS(=O)(=O)NNP(=O)(NNS(C)(=O)=O)NC(=O)c1ccccc1 | -12% | 25% | 3 | 2% | i | 5% | -1% | -2% | 8%
CN1C(=O)N(C)C(=O)C2(Sc3ccccc3C2=O)C1=O | -4% | -1% | -15 | -18% | i | 3% | -6% | 0% | 1%

A different layout for some results above.
COc1ccc(C)cc1NC(=O)N(Cc1ccc2c(c1)OCO2)C1CCN(Cc2ccccc2)CC1
  ATXN2 expr inh = -7%
  SW480 rereplic = .
  IL1B secr inh = .
  HepG2 tox = -3%
  S2 tox = i
  HT1080-NT tox = .
  HT1080 IDH1KD tx = .
  MCF10A rerep = .
  KB-3-1 tox = 7%
CC1(C)CN2C(c3ccc(Cl)cc3)N2C1 (stereo not given)
  ATXN2 expr inh = 0%
  SW480 rereplic = 0%
  IL1B secr inh = 15
  HepG2 tox = 10%
  S2 tox = i
  HT1080-NT tox = 10%
  HT1080 IDH1KD tx = 12%
  MCF10A rerep = 0%
  KB-3-1 tox = -3%
CS(=O)(=O)NNP(=O)(NNS(C)(=O)=O)NC(=O)c1ccccc1
  ATXN2 expr inh = -12%
  SW480 rereplic = 25%
  IL1B secr inh = 3
  HepG2 tox = 2%
  S2 tox = i
  HT1080-NT tox = 5%
  HT1080 IDH1KD tx = -1%
  MCF10A rerep = -2%
  KB-3-1 tox = 8%
